# Salmonella PhoP GFP: PhoP regulon inhibitors, Salmonella typhi PhoP promoter GFP reporter, confirmatory (AID 1850) | Salmonella Typhi PhoP-promoter GFP reporter, fluorescence, 4 h; higher % means a stronger effect | inhibition, % at 50 µM, or IC50 in µM where a hit was titrated | 0.33% of 310,000 active; in the data active = a potency from the dose series; inconclusive = inhibition mostly from about 25% at the one dose, without a potency; inactive = the rest, 99 in 100 with inhibition below about 19%;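 note: 0% = induced wells with vehicle and 100% = uninduced wells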
# H37Rv inhibition: M. tuberculosis growth inhibition, HTS (AID 449762). M. tuberculosis H37Rv growth inhibition, 7H9 media; higher % means a stronger effect. inhibition, % at 25 µM, or IC50 in µM where a hit was titrated. 0.59% of 330,000 active; in the data active = a potency from the dose series; inconclusive = inhibition above about 70% without an active follow-up result;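 note: bacterial growth assessed after seven days of incubation; strong numbers were not always called active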
# tuberculosis growth: growth inhibition of non-replicating M. tuberculosis (AID 488890). Mycobacterium tuberculosis non-replicating, growth inhibition; higher % means a stronger effect. 0.39% of 320,000 active. inhibition, % at 25 µM, or IC50 in µM where a hit was titrated; in the data active = a potency from the dose series; inconclusive = inhibition mostly from about 82% at the one dose, without a potency; inactive = the rest, 99 in 100 with inhibition below about 76%;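 note: plate controls were DMSO cells for no effect and high antibiotic wells for full effect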
# VEEV TC-83 Vero: inhibitors of VEEV TC-83 cytopathic effect, confirmation, Vero cells (AID 588727); 0.13% of 350,000 active; inhibition, % at 20 µM; hits with a dose series show IC50 in µM; Vero cells, VEEV TC-83 cytopathic effect inhibition; higher % means a stronger effect; in the data active = a potency from the dose series; inconclusive = inhibition mostly from about 14% at the one dose, without a potency; inactive = the rest, 99 in 100 with inhibition below about 12%; note: strong numbers were not always called active
# influenza NS1A: H1N1 influenza NS1A inhibitors, functional cell based assay (AID 504329) | inhibition, % at 12.5 µM, or IC50 in µM where a hit was titrated | 0.3% of 340,000 active | NS1A functional cell-based assay, percent inhibition; higher % means a stronger effect; in the data active = a potency from the dose series; inconclusive = inhibition above about 27% without an active follow-up result; note: strong numbers were not always called active
# VEEV TC-83 Vero 10K pilot screen: recorded beside VEEV TC-83 Vero, whose call it bears; inhibition, %; measured here: 10K pilot screen inhibition
# * = called active by the depositor; i = inactive; ? = inconclusive; · = no result given. Not a hit list. Share with any hit: about 1.5%.
# The opening five records, ahead of the listing:
SMILES,Salmonella PhoP GFP,H37Rv inhibition,tuberculosis growth,VEEV TC-83 Vero,influenza NS1A,others
CC1CCCN(C(=O)c2cn(-c3ccccc3)nc2-c2cccnc2)C1 (stereo unspecified),1%,2%,1%,4.8%,-10%,
N#C/C(=C\c1ccc(-c2ccc(C(=O)O)cc2)o1)C(=O)Nc1ccc(F)cc1,-13%,16%,48%,9.8%,-7%,
N#Cc1cccc(-c2nnc(SCc3ccccc3C#N)o2)c1,-6%,-2%,18%,4.3%,-12%,
CCN(Cc1ccc2c(c1)OCO2)C(=O)CSc1nc(C)nc2sc(C)c(C)c12,·,1%,17%,8.4%,-11%,
Cc1ccc(N2CCN(c3ccc(C)cc3)C2c2ccccn2)cc1,-4%,-2%,38%,0.2%,15%,

# Results, previewed entries included:
SMILES,Salmonella PhoP GFP,H37Rv inhibition,tuberculosis growth,VEEV TC-83 Vero,influenza NS1A,others
CC1CCCN(C(=O)c2cn(-c3ccccc3)nc2-c2cccnc2)C1 (stereo unspecified),1%,2%,1%,4.8%,-10%,
N#C/C(=C\c1ccc(-c2ccc(C(=O)O)cc2)o1)C(=O)Nc1ccc(F)cc1,-13%,16%,48%,9.8%,-7%,
N#Cc1cccc(-c2nnc(SCc3ccccc3C#N)o2)c1,-6%,-2%,18%,4.3%,-12%,
CCN(Cc1ccc2c(c1)OCO2)C(=O)CSc1nc(C)nc2sc(C)c(C)c12,·,1%,17%,8.4%,-11%,
Cc1ccc(N2CCN(c3ccc(C)cc3)C2c2ccccn2)cc1,-4%,-2%,38%,0.2%,15%,
CCN(CC)C(=O)CSC(Nc1ccc(F)cc1)=C(C#N)C#N,-5%,0%,0%,2.0%,4%,
CC1=NN(c2ccccc2)C(=O)/C1=C\c1cc(C)n(C)c1C,-4%,-10%,-8%,0.6%,12%,
Cc1ccc(-c2c(C(=O)N/N=C/c3c[nH]c4ccccc34)nnn2-c2nonc2N)cc1,4%,1%,2%,8.9%,-3%,
COC(=O)CN1C2(C#N)CCCCC2CC2CCCCC21C#N (stereo unspecified),13%,2%,?,0.9%,-6%,
CC(OC(=O)c1cccs1)C(=O)NCc1ccco1 (stereo unspecified),-8%,-9%,17%,5.6%,5%,
O=C1CCC(=O)N1c1nc2nc(-c3ccccc3)cc(=O)n2[nH]1,-1%,-3%,-7%,1.2%,6%,
O=C(NC(=S)NNS(=O)(=O)c1ccccc1)c1ccccc1[N+](=O)[O-],-8%,-4%,-2%,1.7%,-3%,
O=[N+]([O-])c1ccccc1COc1ccc(Cl)c2cccnc12,-5%,6%,43%,1.2%,-6%,
Nc1ccc(C(=O)C(=O)c2ccccc2)cc1,-22%,-3%,-1%,i,14%,
Cc1cc(C)c2c(=O)c3c(oc2c1)C(=O)N(CCO)C3c1cccc(O)c1 (stereo unspecified),0%,-1%,6%,5.9%,16%,
CCCS(=O)(=O)N1CCN=C1SCc1ccc(C)cc1,-2%,-1%,69%,i,-9%,
Nc1ccccc1Nc1ccc([N+](=O)[O-])cc1[N+](=O)[O-],-2%,11%,19%,0.8%,11%,
CC1(C(=O)OCC(=O)Nc2ccccc2Cl)CC1(Cl)Cl (stereo unspecified),-3%,6%,68%,0.7%,2%,
O=C(Nc1ccccc1C(=O)O)c1cc(S(=O)(=O)N2CCCCCC2)ccc1Cl,13%,6%,8%,0.7%,-2%,
COCCOC(=O)c1[nH]c2c(c1C)C(=O)CC(c1cc(OC)ccc1OC)C2 (stereo unspecified),-2%,-10%,-5%,i,0%,

# The last two records of the part above come first, to join the parts:
SMILES,Salmonella PhoP GFP,H37Rv inhibition,tuberculosis growth,VEEV TC-83 Vero,influenza NS1A,others
O=C(Nc1ccccc1C(=O)O)c1cc(S(=O)(=O)N2CCCCCC2)ccc1Cl,13%,6%,8%,0.7%,-2%,
COCCOC(=O)c1[nH]c2c(c1C)C(=O)CC(c1cc(OC)ccc1OC)C2 (stereo unspecified),-2%,-10%,-5%,i,0%,
CCc1cc(C(=O)OC)c(NC(=O)CC2Sc3ccc(C(F)(F)F)cc3NC2=O)s1 (stereo unspecified),7%,5%,-12%,0.6%,-7%,
COCC(=O)N(Cc1cc2ccc(C)cc2[nH]c1=O)c1ccc(C)cc1C,-1%,-2%,1%,0.5%,-3%,
O=C(O)c1sc2cc(C(F)(F)F)cnc2c1-c1cccs1,-5%,5%,14%,0.2%,·,
CN(CC(=O)Nc1ccc(F)cc1)C(=O)COC(=O)c1cc([N+](=O)[O-])ccc1N1CCOCC1,3%,-8%,-17%,0.2%,2%,
CS(=O)(=O)N1CCN(c2ccccc2F)CC1,8%,-7%,-11%,0.7%,4%,
N#C/C(=C\c1ccccn1)c1nc2ccccc2s1,-6%,?,50%,7.4%,-19%,
Cc1ccc(C(=O)COC(=O)c2ccc(-c3cnc4ccccc4n3)cc2)cc1C,6%,2%,47%,i,4%,VEEV TC-83 Vero 10K pilot screen=2.0
Cc1cc(Cl)c2oc(C(=O)N(C)Cc3nccn3C)c(C)c2c1,·,·,·,i,-10%,
COc1cc(/C=N\NC(=O)c2sc(N)nc2C)cc(OC)c1OC,3%,?,39%,10%,-4%,
O=C1Nc2ccccc2C1=Nc1cccc([N+](=O)[O-])c1,6%,-4%,5%,0.1%,-10%,
CCc1cc(Cn2nc(C(=O)O)cc2-c2ccccc2)on1,-5%,-1%,-3%,0.4%,-4%,
Cc1ccc(-c2nc(CS(=O)(=O)CC(=O)N3CC(C)CC(C)C3)c(C)o2)cc1 (stereo unspecified),-6%,-4%,15%,0.4%,-5%,
CC(=O)N1CCCc2cc(S(=O)(=O)N3CCc4ccccc4C3)ccc21,10%,1%,9%,2.6%,-12%,
N#Cc1ccc2ccn(CC(=O)NCc3ccccc3)c2c1,-9%,-10%,-8%,i,-1%,
CC(NC(=O)c1cccnc1)C(c1cccs1)N1CCN(C)CC1 (stereo unspecified),-5%,-5%,3%,0.2%,24%,VEEV TC-83 Vero 10K pilot screen=0.4
O=C(c1c[nH]c2ccccc12)C(O)C(c1ccccc1)N1CCOCC1 (stereo unspecified),5%,-1%,4%,1.2%,2%,
Cc1c(C)c2ccc(OC(C)C(=O)NCCCn3ccnc3)c(C)c2oc1=O (stereo unspecified),9%,6%,14%,0.6%,-10%,
CN(C)c1cc2c(cc1NC(=O)c1ccccc1Cl)n(C)c(=O)n2C,0%,2%,63%,0.3%,-2%,
Nc1ncnc2c1ncn2[C@@H]1O[C@H](CNC(=O)[C@@H]2CCN2)[C@@H](O)[C@H]1O,·,·,·,0.6%,-12%,
O=C(Nc1ccc(Cl)cc1)Nc1cc([N+](=O)[O-])ccc1F,-13%,-12%,11%,2.2%,1%,
COc1ccc(CN(C)C(=O)Cc2ccc(OC)c(S(=O)(=O)N3CCOCC3)c2)cc1,1%,-4%,32%,4.0%,-2%,
O=C1C=C(NCCOC23CC4CC(CC(C4)C2)C3)C2(CCCCC2)O1,2%,1%,13%,0.3%,5%,
CCS(=O)(=O)Nc1cc(C(=O)OC)ccc1C(=O)OC,12%,1%,4%,i,3%,
Cc1cc(C)c2cc(C#N)c(SCC(=O)NCC3CCCO3)nc2c1 (stereo unspecified),-8%,-6%,-3%,0.9%,4%,
COCc1ccc(C(=O)N2CCCC(N3CCN(c4ccccc4C)CC3)C2)s1 (stereo unspecified),3%,4%,21%,i,-4%,
NC(=O)CSc1nnc(Cc2csc(Nc3ccc(F)cc3)n2)n1Cc1ccccc1,4%,-1%,50%,6.2%,8%,
Cn1c2ccccc2n2c(=O)cc(-c3ccccc3)c(C#N)c12,6%,-4%,3%,1.2%,1%,
COc1ccc(N(CC(=O)NC2CCCC2)S(=O)(=O)c2ccc(NC(C)=O)cc2)cc1,10%,-4%,20%,1.2%,7%,
CCCC1CC(C)(c2csc(Nc3ccc(OCC)cc3)n2)OC1=O (stereo unspecified),5%,34µM*,59%,2.2%,16%,
CCOc1ccccc1C(=O)N1CCN=C1SCc1cccnc1,9%,10%,20%,3.2%,-1%,
CC(C)Cc1csc(NC(=O)C(C)C)c1C(=O)O,5%,14%,23%,2.1%,13%,
CC(C)(C)Nc1nc(Cl)nc(NCc2ccccc2)n1,3%,1%,32%,11%,-5%,
Cc1ccc2nc(C)cc(C(=O)OCC(=O)Nc3c(C)n(C)n(-c4ccccc4)c3=O)c2c1,6%,-1%,4%,0.9%,-6%,
CN(C)c1ccc(NC(=O)c2ccc3c(c2)nnn3C)cc1,0%,-1%,-7%,2.5%,-6%,
COc1cc(NC(=O)COC(=O)c2cc(S(=O)(=O)N3CCCCC3)ccc2Cl)c(C)cc1[N+](=O)[O-],-1%,-3%,-8%,1.6%,9%,
Cc1cc(C(=O)Cn2nnc3ccccc3c2=O)c(C)n1Cc1cccs1,4%,-10%,44%,1.7%,9%,
Cc1cccc(-n2ccnc2SCC(=O)Nc2nccs2)c1C,-6%,3%,11%,i,0%,
c1ccc(CCOn2ccnc2)cc1,-13%,-5%,-11%,i,-16%,
O=S1(=O)CCOCCN1Cc1ccccc1,3%,-3%,-7%,2.1%,-14%,
CC(C)[C@H](NC(N)=O)C(=O)Nc1ccc(Oc2ccccc2)cc1,-2%,3%,-9%,1.4%,-2%,
CCc1cc(=O)oc2cc(OCC(=O)N3CCCc4ccccc43)ccc12,-7%,-8%,-2%,1.2%,0%,
COc1ccccc1C(CNC(=O)C1CCN(C(=O)Nc2ccccc2)CC1)N1CCCC1 (stereo unspecified),·,·,·,6.6%,-2%,
O=C(NCc1ccc2c(c1)OCO2)c1ccc(COc2cc(Cl)ccc2Cl)o1,-3%,4%,13%,i,0%,VEEV TC-83 Vero 10K pilot screen=0.0
Cc1ccc(NC(=O)CSCC(=O)Nc2ccccc2C(=O)NC2CC2)cc1,·,·,·,1.3%,-11%,
Cc1cc(C)c2c(c1)OC(=O)CC2c1ccc2c(c1)OCO2 (stereo unspecified),·,·,·,2.5%,-20%,
CCCCCC(=O)NC(CC(=O)OC)c1ccc2c(c1)OCO2 (stereo unspecified),13%,-6%,9%,0.1%,4%,
CC(=O)Oc1ccc2c(c1)Oc1cc(OC(C)=O)ccc1C21OC(=O)c2ccccc21,-8%,-6%,?,0.4%,3%,
COc1cc(OC)cc(-c2nc3ccccc3c(=O)n2OC(=O)c2ccccc2C)c1,-8%,5%,34%,i,-2%,
Cc1c(C)n2c(SCC(=O)N3CCCCCC3)nnc2[nH]c1=O,4%,-7%,-1%,1.9%,-2%,
CC(C)C(=O)Nc1sc2c(c1-c1nc3ccccc3[nH]1)CCCC2,-7%,3%,18%,i,3%,
Cc1cnc(C(=O)N(CC(C)C)c2c(N)n(CC(C)C)c(=O)[nH]c2=O)cn1,·,·,·,i,-2%,
O=C(OCC(=O)N1CCN(c2ccccc2)CC1)c1cccc([N+](=O)[O-])c1,4%,?,80%,i,6%,
O=c1[nH][nH]c(C(F)(F)F)c1/C=N/N1CCOCC1,-3%,6%,-12%,0.8%,-14%,
CCOCCCNCC(=O)NCC1CCCCC1,6%,4%,31%,i,-9%,
C=CCSc1nc(C)cc(C(=O)OCC)c1C#N,5%,69%,?,1.0%,1%,
CCNc1sc(S(C)(=O)=O)nc1S(=O)(=O)c1ccc(Cl)cc1,3%,1%,1%,i,-5%,
CC(C)c1cccc(C(C)C)c1OC(=O)[C@H]1OC(c2ccc(Br)cc2)=C[C@@H]1c1ccc(Br)cc1,·,23%,-5%,3.4%,-2%,
Cn1c(=N)n(CC(O)c2ccco2)c2ccccc21 (stereo unspecified),2%,-5%,-1%,0.2%,-1%,
CCN(CC)S(=O)(=O)c1ccc(C)c(NC(=O)CSc2nc3ccc(C)cc3[nH]2)c1,-5%,-4%,4%,3.7%,-3%,
NC(=O)c1cc2ccccc2o/c1=N\NC(=O)c1ccccc1O,-4%,-7%,-7%,2.1%,4%,

# The closing 2 compounds of the section above come first, to join the parts.
SMILES,Salmonella PhoP GFP,H37Rv inhibition,tuberculosis growth,VEEV TC-83 Vero,influenza NS1A,others
CCN(CC)S(=O)(=O)c1ccc(C)c(NC(=O)CSc2nc3ccc(C)cc3[nH]2)c1,-5%,-4%,4%,3.7%,-3%,
NC(=O)c1cc2ccccc2o/c1=N\NC(=O)c1ccccc1O,-4%,-7%,-7%,2.1%,4%,
O=C(CNC(=S)N(CCCN1CCOCC1)Cc1cccs1)N1CCCCCC1,-22%,6%,4%,0.8%,-1%,
COc1cc(O)c(C(CCN2CCCC2)c2ccc3c(c2)OCO3)c(OC)c1 (stereo unspecified),7%,-1%,18%,0.0%,-1%,
c1ccc(CCSc2ncnc3nc[nH]c23)cc1,-10%,2%,66%,0.2%,-10%,
Cc1ccc(/C=C/C(=O)OC(C)C(=O)NC2CCCCC2C)o1 (stereo unspecified),1%,9%,-1%,2.7%,-4%,
N/C(=N\OC(=O)c1ccco1)c1ccccc1,1%,2%,-3%,2.1%,-9%,

# From PubChem BioAssay
